Bioassay records deposited in PubChem BioAssay by The Scripps Research Institute Molecular Screening Center.
OX1R antag-1: antagonists of human orexin 1 receptor (OX1R); O43613; OX1R-expressing cells, FRET antagonist read-out; inhibition, % at 6.6 µM; 1.8% of 330,000 active; AID 485270; in the data active means inhibition mostly above about 38%, no sharp cut-off; inactive means mostly below about 40%;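 further: 0% = agonist challenge alone and 100% = reference antagonist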
Target sequence (O43613 whole entry, looked up): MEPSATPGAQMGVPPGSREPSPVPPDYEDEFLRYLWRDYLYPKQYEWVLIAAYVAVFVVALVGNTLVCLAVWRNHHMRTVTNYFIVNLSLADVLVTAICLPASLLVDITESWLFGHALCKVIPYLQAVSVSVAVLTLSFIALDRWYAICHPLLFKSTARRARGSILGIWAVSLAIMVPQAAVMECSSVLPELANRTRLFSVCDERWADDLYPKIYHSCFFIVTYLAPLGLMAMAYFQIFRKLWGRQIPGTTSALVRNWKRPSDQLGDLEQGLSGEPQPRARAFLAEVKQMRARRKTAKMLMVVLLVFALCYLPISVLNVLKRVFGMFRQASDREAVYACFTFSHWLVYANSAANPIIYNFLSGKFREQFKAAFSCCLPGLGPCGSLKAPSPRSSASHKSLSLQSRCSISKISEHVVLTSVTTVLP
OX1R antag-2: antagonists of human orexin 1 receptor. O43613. CHO/OX1R cells, Fluo-8 calcium fluorescence, orexin A. inhibition, % at 5 µM. 0.43% of 330,000 active. AID 434989;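 active means inhibition above its plate's threshold, mean inhibition of all tested compounds on the plate plus 3 SD, cut at about 37% in these data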;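 further: 0% = orexin A challenge wells and 100% = SB-334867-A antagonist wells; not every result past the cut was called active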
Starred values were filed as active, the others as inactive; & = joins results of further samples. Some of the compounds tested. The share of hits here may be higher or lower than overall.

SMILES	OX1R antag-1	OX1R antag-2
COc1cc([C@H]2OC[C@H]3[C@@H]2CO[C@@H]3c2cc(OC)c(O[C@@H]3O[C@H](CO)[C@@H](O)[C@H](O)[C@H]3O)c(OC)c2)cc(OC)c1O[C@H]1O[C@@H](CO)[C@H](O)[C@@H](O)[C@@H]1O	7	-14
O=C1CC(N2CC=C(c3ccccc3)CC2)C(=O)N1c1ccc(F)cc1 (stereo unspecified)	5	-23
COc1ccccc1-n1c(O)c(C=NCc2ccc3c(c2)OCO3)c(=O)[nH]c1=O	18	-23
CN(C)C(=O)Oc1noc2cc(Cl)ccc12	13	-6
CC(=O)OC1N=C(c2ccccc2Cl)c2cc(Br)ccc2NC1=O (stereo unspecified)	12	-20
O=C(CCNS(=O)(=O)c1ccccc1)Nc1ccc(Cl)cc1C(=O)c1ccccc1	27	-15
O=c1cccc2n1CC1CC2CN(Cc2ccc3c(c2)OCO3)C1 (stereo unspecified)	20	-12
CCCCn1c(O)c(/C(C)=N/NC(=O)Nc2ccccc2)c(=O)[nH]c1=O	24	-24
COc1ccc(OC)c([C@@H](O)[C@H](C)NC(C)(C)C)c1	13	-23
CN(C)C1(c2nnnn2CCOC(=O)Nc2ccc(Cl)cc2)CCCCC1	18	-18
CC1=Nc2ccccc2/C1=C/c1c(O)n(C)c(=O)[nH]c1=O	21	-6
COc1ccc2c(c1)c(C(=O)O)c(C)n2CC(C)C	11	-14
O=C1CN=C(c2ccc[nH]2)c2cc(Cl)ccc2N1	0	-1
Cc1ccc(N2C(=O)NC(=O)/C(=C\c3cnc(-c4ccccc4)nc3)C2=O)cc1	6	-4
CSCCC(N=Cc1c(O)n(-c2ccc(Br)cc2)c(=O)[nH]c1=O)C(=O)OC(C)(C)C (stereo unspecified)	8	-26
C[C@H]1CC2C3CC=C4C[C@@H](O)CC[C@]4(C)C3CC[C@]2(C)[C@H]1O (stereo partly specified)	3	-7
C[C@H](N)CN1CCc2ccc(Br)cc21	16	-3
CN1CCN(c2ccc(C(N)=O)cc2N)CC1	21	22
CN1CCN(/N=C/c2c(O)n(Cc3ccc(F)cc3)c(=O)[nH]c2=O)CC1	11	-11
O=C(Cc1ccccc1)Oc1ccccc1N1C(=O)CCC1=O	17	-10
Cc1nn(CCC#N)c2c1P(=S)(N1CCCC1)OC(c1ccc(F)cc1)=N2 (stereo unspecified)	4	14
COC(=O)C1=C(c2ccc(F)cc2OCc2ccccc2)C[C@@H]2CC[C@H]1N2C(=O)NCc1ccccc1Br	17	12
Cc1cccc(C)c1NC1=NCCCS1	14	-3
C[N+]1(C)[C@@H]2CC(OC(=O)[C@H](CO)c3ccccc3)C[C@H]1[C@@H]1O[C@@H]12 (stereo partly specified)	10&14	6&-3
COc1ccc(-n2c(O)c(C=NCCCn3ccnc3)c(=O)[nH]c2=O)cc1	2	-11
(next part)
SMILES	OX1R antag-1	OX1R antag-2
COc1ccc(CN2CCCC(C(=O)c3ccc(Cl)cc3)C2)c(O)c1 (stereo unspecified)	10	-27
O=C(COc1ccccc1)N1CCN(CCN2C(=O)c3cccc4cccc(c34)C2=O)CC1	29	-34
C[C@@H]1CCC2[C@@H](C)C(=O)O[C@@H]3OC4(C)CCC1[C@@]23OO4 (stereo partly specified)	8	-7
CC(c1ccccc1)n1cncc1C(=O)N1CCCC1=O (stereo unspecified)	6	6
C=CC[N+]1(C)CC[C@]23c4c5ccc(O)c4O[C@H]2C(=O)CC[C@@]3(O)[C@H]1C5 (stereo partly specified)	4	-1
COc1cc2c(cc1OC)C(C(=O)N(C)C1CCCCC1)C1CCCCN1C2=O (stereo unspecified)	-3	-23
CCN1C(=O)NC(=O)/C(=C\c2cn(CC(=O)N3CCCCC3)c3ccccc23)C1=O	22	-7
Cc1cccc(NC(=O)CSc2nnc([C@@H](N)Cc3c[nH]c4ccccc34)o2)c1C	9	-23
Cc1ccccc1N1CCN(C2CCCN(C(=O)COc3ccccc3)C2)CC1 (stereo unspecified)	20	-30
O=C(N/N=C/c1c(O)n(-c2ccccc2)c(=S)[nH]c1=O)c1ccccc1	17	21
CC(C)CNC(=O)c1c(N)n(Cc2ccc3c(c2)OCO3)c2nc3ccccc3nc12	1	-35
O=c1c2ccccc2nc(/C=C\c2ccccc2[N+](=O)[O-])n1-c1ccccc1O	21	-8
CN1CC(C(=O)c2ccc(F)cc2)C(c2ccc(F)cc2)C1 (stereo unspecified)	9	-22
O=C1NC(=O)C(=Cc2ccc(N3CCN(C(=O)c4ccccc4)CC3)c([N+](=O)[O-])c2)C(=O)N1	17	3
CCCC(C)C1(CC)C(=O)NC(=Nc2ccccc2OC)NC1=O (stereo unspecified)	26	-24
Cc1ccc(C(=O)O)cc1N=Nc1c(O)[nH]c(=O)[nH]c1=O	154*	4
BrCC1C[n+]2c(SCc3ccccc3)nc3sc4c(c3c2O1)CCCC4 (stereo unspecified)	21	-24
CN[C@H]1C[C@H]2O[C@@](C)([C@H]1OC)n1c3ccccc3c3c4c(c5c6ccccc6n2c5c31)C(=O)NC4	-18	-28
CC(=Nc1ccc2c(c1)CCC2)c1c(O)n(-c2ccccc2)c(=O)[nH]c1=O	14	-31
Cc1ccc(/C=C2\C(=O)NC(=O)N(CCc3ccc(F)cc3)C2=O)o1	6	-10
CCCCC1C(=O)NC(=S)NC1=O	12	-9
CCC(=NCc1ccco1)c1c(O)n(C2CCCCC2)c(=O)[nH]c1=O	6	-24
CC1=CC(=O)C2=C(C)CC(O)C3C(C)C(=O)OC3C12 (stereo unspecified)	8	0
O=P(O)(O)COc1ccccc1O	6	-4
CC(=O)/C=C/c1ccccc1	0	1

Already shown: an excerpt of the list.
SMILES	OX1R antag-1	OX1R antag-2
C[N+]1(C)[C@@H]2CC(OC(=O)[C@H](CO)c3ccccc3)C[C@H]1[C@@H]1O[C@@H]12 (stereo partly specified)	10&14	6&-3
COc1ccc(-n2c(O)c(C=NCCCn3ccnc3)c(=O)[nH]c2=O)cc1	2	-11
COc1ccc(CN2CCCC(C(=O)c3ccc(Cl)cc3)C2)c(O)c1 (stereo unspecified)	10	-27
O=C(COc1ccccc1)N1CCN(CCN2C(=O)c3cccc4cccc(c34)C2=O)CC1	29	-34
C[C@@H]1CCC2[C@@H](C)C(=O)O[C@@H]3OC4(C)CCC1[C@@]23OO4 (stereo partly specified)	8	-7
CC(c1ccccc1)n1cncc1C(=O)N1CCCC1=O (stereo unspecified)	6	6
C=CC[N+]1(C)CC[C@]23c4c5ccc(O)c4O[C@H]2C(=O)CC[C@@]3(O)[C@H]1C5 (stereo partly specified)	4	-1
COc1cc2c(cc1OC)C(C(=O)N(C)C1CCCCC1)C1CCCCN1C2=O (stereo unspecified)	-3	-23
CCN1C(=O)NC(=O)/C(=C\c2cn(CC(=O)N3CCCCC3)c3ccccc23)C1=O	22	-7
Cc1cccc(NC(=O)CSc2nnc([C@@H](N)Cc3c[nH]c4ccccc34)o2)c1C	9	-23
Cc1ccccc1N1CCN(C2CCCN(C(=O)COc3ccccc3)C2)CC1 (stereo unspecified)	20	-30
O=C(N/N=C/c1c(O)n(-c2ccccc2)c(=S)[nH]c1=O)c1ccccc1	17	21
CC(C)CNC(=O)c1c(N)n(Cc2ccc3c(c2)OCO3)c2nc3ccccc3nc12	1	-35
O=c1c2ccccc2nc(/C=C\c2ccccc2[N+](=O)[O-])n1-c1ccccc1O	21	-8
CN1CC(C(=O)c2ccc(F)cc2)C(c2ccc(F)cc2)C1 (stereo unspecified)	9	-22
O=C1NC(=O)C(=Cc2ccc(N3CCN(C(=O)c4ccccc4)CC3)c([N+](=O)[O-])c2)C(=O)N1	17	3
CCCC(C)C1(CC)C(=O)NC(=Nc2ccccc2OC)NC1=O (stereo unspecified)	26	-24
Cc1ccc(C(=O)O)cc1N=Nc1c(O)[nH]c(=O)[nH]c1=O	154*	4
BrCC1C[n+]2c(SCc3ccccc3)nc3sc4c(c3c2O1)CCCC4 (stereo unspecified)	21	-24
CN[C@H]1C[C@H]2O[C@@](C)([C@H]1OC)n1c3ccccc3c3c4c(c5c6ccccc6n2c5c31)C(=O)NC4	-18	-28
CC(=Nc1ccc2c(c1)CCC2)c1c(O)n(-c2ccccc2)c(=O)[nH]c1=O	14	-31
Cc1ccc(/C=C2\C(=O)NC(=O)N(CCc3ccc(F)cc3)C2=O)o1	6	-10
CCCCC1C(=O)NC(=S)NC1=O	12	-9
CCC(=NCc1ccco1)c1c(O)n(C2CCCCC2)c(=O)[nH]c1=O	6	-24
CC1=CC(=O)C2=C(C)CC(O)C3C(C)C(=O)OC3C12 (stereo unspecified)	8	0

Remaining list, next part.
SMILES	OX1R antag-1	OX1R antag-2
CN(C(=O)Oc1ccc(C(=O)c2ccc(Cl)cc2)cc1)c1ccccc1	14	-32
OCCOCCO	5	-16
O=C(Cn1ncc2c3ccccc3n(Cc3ccccc3F)c2c1=O)N1CCC2(CC1)OCCO2	0	-37
O=C1C2CCCN2C(c2cccs2)N1c1ccccn1 (stereo unspecified)	18	-16
O=C(CCC(=O)N1CCC2(CC1)OCCO2)Nc1nnc(C2CCCCC2)s1	6	-25
CCN1C(=O)NC(=O)/C(=C\c2cn(CC(=O)N3CCCCC3C)c3ccccc23)C1=O (stereo unspecified)	7	-7
O=c1c2ccccc2nc(/C=C/c2ccccc2)n1-c1ccc(O)cc1	-9	-18
COc1cccc(-n2c(C)nc3ccccc3c2=O)c1	4	-16
CCC(=O)Nc1ccc(N2CCN(CC)CC2)c(Cl)c1	10	-12
O=c1[nH]c(=O)n(C2CCCCCC2)c(O)c1C=NCC1CCCO1 (stereo unspecified)	6	-23
CC(=O)N1CCN(CC(=O)Nc2ccc(C#N)c(Cl)c2)CC1	16	-11
NP(=O)(OCC(F)(F)F)Oc1cccc2ccccc12 (stereo unspecified)	2	2
O=C(C1CC(c2ccccc2O)=NO1)N1CCC2(CC1)OCCO2 (stereo unspecified)	18	-15
COC(=O)C1=C(c2ccc(F)cc2OCc2ccccc2)C[C@@H]2CC[C@H]1N2C(=O)NCc1ccc([N+](=O)[O-])cc1	9	-9
CS(=O)(=O)c1ccc(C(=O)N2CCC(C(=O)O)(c3ccccc3)CC2)cc1	13	-15
COC(=O)CSC1=NP(=S)(SCC(=O)OC)N2CCCC2=C1C#N (stereo unspecified)	21	-13
Cc1ccc(N)c(N)c1	10	-19
CC[N+]12CCC(CC1)C(C(O)(c1ccccc1)c1ccccc1)C2 (stereo unspecified)	-4	-8
CCCCCCn1c(=O)c(C(=O)Nc2cccc(C)n2)c(O)c2ccccc21	-3	-22
CN1C(=O)C(=Cc2ccccc2OCCOc2ccc([N+](=O)[O-])cc2)C(=O)N(C)C1=O	16	-17
CCCC(C)(COC(N)=O)COC(=O)NC(C)C (stereo unspecified)	6	-3
CCOP(=O)(OCC)C(O)c1ccc(OC)cc1OC (stereo unspecified)	1	-8
O=C1NC(=O)C(Sc2ccccc2[N+](=O)[O-])C(=O)N1	11	-2
CCOC(=O)C1=C(N)Oc2cc(C)oc(=O)c2C12C(=O)N1c3c(cccc32)C(C)CC1(C)C (stereo unspecified)	15	-17
CN1CCN(C(=O)COc2ccc(S(=O)(=O)Nc3ccc(F)cc3)cc2)CC1	9	-5
(list continues)
SMILES	OX1R antag-1	OX1R antag-2
COc1ccc(CCNCc2ccc(F)cc2)cc1OC	9	-23
CCCCn1c(O)c(C(C)=NCCCn2ccnc2)c(=O)[nH]c1=O	0	-4
CC(=NCCC1=CCCCC1)c1c(O)[nH]c(=O)[nH]c1=O	18	-4
COC(=O)C1=C(c2ccc(S(C)(=O)=O)cc2)C[C@@H]2CC[C@H]1N2C(=O)N1CCC(O)CC1	13	-2
CN1C(=O)C(=Cc2ccc(-c3cccc(Cl)c3)o2)C(=O)N(C)C1=O	5	-18
O=C1NC(=O)N(C2CCCCC2)C(=O)C1C1c2ccccc2C(=O)N1Cc1ccccc1 (stereo unspecified)	-7	-17
COc1ccc2c(c1)NP(=S)(Oc1ccccc1)N2 (stereo unspecified)	3	-13
O=c1[nH]c(=O)n(-c2ccccc2)c(O)c1N=Nc1ccc(Br)cc1	44	-23
O=C(O)c1ccccc1NC(=O)C1C2CCC(O2)C1C(=O)O (stereo unspecified)	17	1
N#CCP(=S)(c1ccccc1)c1ccccc1	10	-11
COc1ccc(-c2nn(CCC#N)cc2C(=O)NCc2ccccc2)cc1OC	14	-8
Oc1ccc(Cl)cc1	7	-3
O=c1[nH]c(=S)n(Cc2ccco2)c(O)c1C=NCc1cccs1	28	-21
COc1ccc(CCNCc2ccc(SC)cc2)cc1	27	-38
O=C(Cc1ccccc1)N1CCN(C2CCCC2)CC1	19	-11
CCOC(=O)C(NC(=O)C(Cc1ccc(N(CCCl)CCCl)cc1)NC(C)=O)C(C)C (stereo unspecified)	11	-1
O=C(Cc1ccccc1)OCn1nnc2ccccc2c1=O	20	-14
Cc1cc(C(=O)Nc2ccccc2)nn1C(C)(C)C	5	-24
Cc1ccc(OCCOc2cccc(C=C3C(=O)NC(=O)NC3=O)c2)cc1	1	-17
CC1CN=C(NCc2ccccc2Cl)S1 (stereo unspecified)	-12	-3
CC(C)CN(CC(C)C)c1ccc(C=C2C(=O)NC(=S)NC2=O)cc1[N+](=O)[O-]	15	2
COc1ccc(/C=C2/C(=O)NC(=O)N(Cc3ccco3)C2=O)cc1	10	-6
CC(C)COc1ccc(Cc2c(O)[nH]c(=S)[nH]c2=O)cc1	5	3
Cc1cccn2c(=O)c3c(nc12)N1CCc2ccccc2C1C1(C3)C(=O)NC(=O)N(C)C1=O (stereo unspecified)	6	-14
Nc1ncn[nH]1	29	5
